ALOX12 inh: ALOX12 (human) lipoxygenase inhibition. actives 1.1% (n = 580,000). P18054. purified 12hLO, xylenol orange hydroperoxide absorbance. Potency, µM (titrated, usually from 108 µM), for inactives: at the highest dose activity change, negative = inhibition, hits mostly inhibitors; further: potency means the concentration at half of the fitted maximal effect; on the % scale 0 is the no-effect control and ±100 the full control effect
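Hydroperoxide product was detected by ferrous iron/xylenol orange as the 573 to 405 nm absorbance ratio. Arachidonic acid at 40 uM (final) was turned over for 30 min at room temperature by 150 nM human 12hLO, pH 7.0 Hepes buffer, after 15 min compound preincubation.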
BLM inh: blocks DNA unwinding by human BLM helicase; recombinant BLM DNA unwinding, fluorescence dequenching; Potency, µM (series often up to 56.1 µM), inactives show at the highest dose activity change, negative = inhibition, hits mostly inhibitors; actives 0.2% (n = 350,000);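 further: potency means the concentration at half of the fitted maximal effect; plate controls were vehicle for no effect and no enzyme for full effect; nearly all actives have a fitted effect of over 35% in size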
POLB inh: inhibitors of human DNA polymerase beta. P06746. Pol beta primer extension/strand displacement, fluorescence kinetic. Potency, µM (series often up to 114 µM), for the others: top-dose activity change, negative = inhibition, usual class: inhibitors. actives 1.3% (n = 340,000); further: potency means the concentration at half of the fitted maximal effect; on the % scale 0 is the no-effect control and ±100 the full control effect
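Human Pol beta at 10 nM; strand-displacement substrate 50 nM final. Compound exposure 15 min at room temperature before start, reaction 10 min at room temperature.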
POLI inh: inhibitors of human DNA polymerase iota; Q9UNA4; Pol iota fluorescent replication assay, 10 min; Potency, µM (top dose mostly 115 µM), without a hit: at the top dose activity, negative = inhibition, actives largely listed as inhibitors; actives 1% (n = 390,000); further: potency means the concentration at half of the fitted maximal effect
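Fluorescent replication assay read twice, at 0 min and 10 min after adding 50 nM (final) substrate. Enzyme (10 nM) and compounds were first incubated 15 min at room temperature; enzyme-free buffer wells were negative controls.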
POLK inh: DNA polymerase kappa (human) inhibition. purified Pol kappa, fluorescent DNA synthesis assay, 10 min. AID 588579. Potency, µM (series often up to 107 µM), for the others: at the highest dose activity, negative = inhibition, actives largely listed as inhibitors. Q9UBT6. actives 0.53% (n = 400,000); further: potency means the concentration at half of the fitted maximal effect; on the % scale 0 is the no-effect control and ±100 the full control effect
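Readout: fluorescence, taken kinetically at 0 and 10 min. Conditions: 10 nM Pol kappa, 15 min RT compound preincubation, 50 nM substrate final. Controls: enzyme-free buffer wells.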
ERG Ets-DNA blk: inhibitors of human ERG Ets domain-DNA interaction. P11308. fluorescence polarization, His-ERG Ets domain / labelled DNA. Potency, µM (titrated, usually from 76.9 µM), for the others: at the top dose FP activity, negative = inhibition, hits mostly inhibitors. actives 0.028% (n = 370,000); active means well fitted inhibition curve with a large enough effect in the polarisation, with a control signal flat; inconclusive means small, poorly fitted or top-dose-only effect, or effect the other way, or a change in a side signal; inactive means no such curve, though single readings can be large or run the other way; the % refers to the polarisation;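 further: polarization taken with two DNA probes labelled with fluorescein and Texas red; potency means the concentration at half of the fitted maximal effect; % of control where 0% means no effect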
Target sequence (P11308 whole entry, looked up, the tested form may be a part): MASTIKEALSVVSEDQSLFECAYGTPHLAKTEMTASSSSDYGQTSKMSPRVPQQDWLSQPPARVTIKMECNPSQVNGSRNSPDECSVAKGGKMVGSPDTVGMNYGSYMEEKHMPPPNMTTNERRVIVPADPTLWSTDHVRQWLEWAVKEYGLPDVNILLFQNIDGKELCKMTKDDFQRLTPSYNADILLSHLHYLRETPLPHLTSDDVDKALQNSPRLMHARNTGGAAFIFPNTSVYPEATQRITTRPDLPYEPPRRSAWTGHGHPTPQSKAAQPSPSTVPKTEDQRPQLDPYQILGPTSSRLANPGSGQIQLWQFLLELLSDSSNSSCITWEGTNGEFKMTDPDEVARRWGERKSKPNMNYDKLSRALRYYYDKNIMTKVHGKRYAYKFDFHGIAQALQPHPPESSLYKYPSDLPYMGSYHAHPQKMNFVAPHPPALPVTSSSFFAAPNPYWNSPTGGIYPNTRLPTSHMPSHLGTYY
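His-tagged ERG Ets domain (1 uM in the protein solution; 300mM KCl, 50mM Tris-HCl, 1mM EDTA, 1mM DTT, pH 7.5) received compound, then a probe mix of 5 nM fluorescein-DNA and 100nM Texas-615-DNA. Fluorescence polarization was read for both dyes.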
APE1 inh: blocks human APE1 abasic DNA cleavage. actives 0.35% (n = 350,000). recombinant APE1, TAMRA/BHQ-2 abasic DNA cleavage fluorescence. Potency, µM (series often up to 65.8 µM), for the others: top-dose activity change, negative = inhibition, actives largely listed as inhibitors. P27695;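 further: potency means the concentration at half of the fitted maximal effect; plate controls were vehicle for no effect and reference inhibitor for full effect; nearly all actives have a fitted effect of over 55% in size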
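APE1 at 0.75 nM preincubated 15 min at room temperature with compound. Reaction then started with 50 nM double-stranded THF-abasic substrate labelled with TAMRA/BHQ-2, and 525/598 nm fluorescence read kinetically. Activity taken as third-minus-first read difference, normalized to DMSO and NSC13755 controls.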
TRHR agonist: TRH receptor (human) agonism; TRHR cells, calcium flux fluo-8, FDSS agonist mode; activation, % at 2 µM; actives 0.18% (n = 360,000); in the data active means activation above about 30%; further: 0% is about no effect
Target sequence (P34981 whole entry, looked up): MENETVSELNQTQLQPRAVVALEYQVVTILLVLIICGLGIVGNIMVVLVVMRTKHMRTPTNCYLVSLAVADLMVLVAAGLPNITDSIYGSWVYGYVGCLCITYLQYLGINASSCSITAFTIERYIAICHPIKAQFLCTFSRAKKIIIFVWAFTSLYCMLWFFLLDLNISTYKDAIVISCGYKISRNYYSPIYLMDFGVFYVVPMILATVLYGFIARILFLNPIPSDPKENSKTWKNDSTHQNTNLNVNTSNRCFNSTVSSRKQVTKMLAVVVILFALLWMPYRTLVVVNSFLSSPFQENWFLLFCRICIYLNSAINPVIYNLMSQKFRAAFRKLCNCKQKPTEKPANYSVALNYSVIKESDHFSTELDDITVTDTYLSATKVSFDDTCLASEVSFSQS
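Read-out: compound-evoked intracellular calcium rise in TRHR cells, fluo-8 dye, kinetic FDSS fluorescence at 1 s/cycle following a 10-cycle baseline. Cells cultured overnight before dye loading (30 min–1.5 h, RT).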
Anesthetic bind: binds horse apoferritin like a general anesthetic | P02791 | apoferritin/1-aminoanthracene competitive binding, fluorescence | Potency, µM (titrated, usually from 77.5 µM), for the others: at the top dose activity change, negative = displacement, actives largely listed as inhibitors | actives 0.074% (n = 350,000) | AID 485281; further: potency means the concentration at half of the fitted maximal effect; on the % scale 0 is the no-effect control and ±100 the full control effect; nearly all actives have a fitted effect of over 20% in size
Target sequence (P02791 2-175 limits assumed): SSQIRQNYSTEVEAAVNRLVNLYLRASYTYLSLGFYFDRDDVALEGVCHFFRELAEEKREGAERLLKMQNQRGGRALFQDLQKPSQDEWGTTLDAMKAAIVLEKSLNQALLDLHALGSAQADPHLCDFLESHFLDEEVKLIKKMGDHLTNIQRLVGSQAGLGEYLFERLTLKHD
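In PBS, apoferritin at 10 uM is loaded with 1-AMA from a 50% saturated solution. After 10 min of compound exposure at ambient temperature, reduced 535 nm fluorescence indicates probe displacement.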
* marks the source's active call; other numbers are inactive results; ? = inconclusive; / = no result given; [ ] = dose if it differs, or a comment. Unless noted, the call rests on the fitted dose curve; in most records, active means well fitted curve in the direction sought with a large enough effect; inconclusive means small, poorly fitted or top-dose-only effect, or another doubt; inactive means no such curve, though single readings can be large; an effect the other way counts as inactive or inconclusive. An excerpt, so the mix of outcomes need not match the whole.

SMILES	ALOX12 inh	BLM inh	POLB inh	POLI inh	POLK inh	ERG Ets-DNA blk	APE1 inh	TRHR agonist	Anesthetic bind
CC(=O)Nc1ccc(SCC(=O)NC(=O)c2ccc(S(=O)(=O)N(C)C)cc2)cc1	?	/	/	30%[activator]	-17%	4%	0%	/	/
CSc1ccccc1NC(=O)CN(C)Cc1c(O)ccc2ccccc12	5µM*	-6%	14%	4%	-1%	-8%	13%	0.4	-11%
COc1ccc(-c2nc3c4ccccc4n(CC(=O)N4CCN(c5ccccc5F)CC4)c(=O)n3n2)cc1	-17%	-1%	-10%	-6%	-8%[60.1 µM]	-4%	/	0.1	-7%
Cc1ccc(OCCCCc2c(C)n[nH]c2C)cc1	8%	-3%	-1%	-9%	-12%	-9%	46%[activator]	0.0	-23%
CC1(C)Cc2c(cnn2-c2cccc(F)c2)C(NC(=O)CSc2ccncc2)C1 (centres undefined)	67%[activator]	-1%	3%	23%	-4%	-9%	3%	0.1	-9%
CCC(C)(C)n1nnnc1C(c1ccc(F)cc1)N1CCC(C(N)=O)CC1 (centres undefined)	-13%	4%	-6%	106%[activator]	7%	6%	5%	0.1	-1%
CN(C(=O)c1ccccc1Cl)C1CCCCC1	25%	-3%	-16%	16%	-4%	-18%	-8%	-1.0	-16%
Cn1c(NC(=O)c2ccccc2)c(-c2cccs2)c(=O)c2ccccc21	-9%	-5%	18%	-2%[58.9 µM]	-13%	-1%	-3%	0.1	-11%
CCCOc1ccc(/C(O)=C2/C(=O)C(=O)N(c3ccccn3)C2c2ccc(OC)cc2)cc1C (centres undefined)	-2%	-11%	?	?	-9%	-11%	23%	0.7	-23%
CCn1cc([N+](=O)[O-])c(C(=O)N2N=C3/C(=C/c4cccs4)CCCC3C2c2cccs2)n1 (centres undefined)	?	-4%	10%	54%[activator]	-10%	-12%	2%	-0.7	-2%
COc1cccc(CNc2nccn(-c3cc(C)cc(C)c3)c2=O)c1	-12%	-6%	4%	12%	0%	4%	/	-0.3	?
Nc1ccc2oc(CCc3ccccc3)nc2c1	/	-5%	16%	26%	-12%	-1%	-1%	1.2	?
O=C(O)c1cccc(N2C(=O)/C(=C/c3ccc([N+](=O)[O-])cc3)C=C2c2ccccc2)c1	35µM*	-11%	34%	?	-11%	9%	-3%	-0.3	1%
CC(NC(=O)C1CCC(CNc2c(N3CCOCC3)c(=O)c2=O)CC1)c1ccccc1 (centres undefined)	12%	-1%	25%	-19%	1%	0%	2%	0.3	0%
Cc1ccc2c(c1)N(C(=O)CCC(=O)NCc1ccccn1)CC(C)O2 (centres undefined)	9%	0%	-25%	24%	-3%	-4%	44%	-0.2	-17%

In another format: entries from further up
| mol | ALOX12 inh | BLM inh | POLB inh | POLI inh | POLK inh | ERG Ets-DNA blk | APE1 inh | TRHR agonist | Anesthetic bind |
| --- | --- | --- | --- | --- | --- | --- | --- | --- | --- |
| CCn1cc([N+](=O)[O-])c(C(=O)N2N=C3/C(=C/c4cccs4)CCCC3C2c2cccs2)n1 (centres undefined) | ? | -4% | 10% | 54%[activator] | -10% | -12% | 2% | -0.7 | -2% |
| COc1cccc(CNc2nccn(-c3cc(C)cc(C)c3)c2=O)c1 | -12% | -6% | 4% | 12% | 0% | 4% | / | -0.3 | ? |
| Nc1ccc2oc(CCc3ccccc3)nc2c1 | / | -5% | 16% | 26% | -12% | -1% | -1% | 1.2 | ? |
| O=C(O)c1cccc(N2C(=O)/C(=C/c3ccc([N+](=O)[O-])cc3)C=C2c2ccccc2)c1 | 35µM* | -11% | 34% | ? | -11% | 9% | -3% | -0.3 | 1% |

The list goes on:
SMILES	ALOX12 inh	BLM inh	POLB inh	POLI inh	POLK inh	ERG Ets-DNA blk	APE1 inh	TRHR agonist	Anesthetic bind
COc1ccc2[nH]c3c(c2c1)CCN1C(=O)C(CC(=O)NCCN2CCOCC2)C[C@H](C(=O)N2CCCCC2)[C@@]31C (some centres undefined)	-7%	/	/	14%	1%	-10%	-5%	/	/
COc1ccc(C(=O)COC(=O)[C@H](C)NS(=O)(=O)c2ccc(NC(C)=O)cc2)cc1OC	6%	/	/	5%	0%	6%[15.4 µM]	/	/	/
Cc1ccc(C)c(NC(=O)C(=O)NCCc2csc(-c3ccc(C(F)(F)F)cc3)n2)c1	2%	-2%	23%	15%	-3%[60.1 µM]	1%	/	0.6	-13%
Fc1ccccc1N1CCN(C(c2ccccn2)c2nnnn2C2CCCCC2)CC1 (centres undefined)	-17%	-5%	5%	21%	-10%	/	0%	0.4	?
O=C(CCCn1c(=O)[nH]c2ccsc2c1=O)N1CCN(c2cccc(C(F)(F)F)c2)CC1	-16%	-3%	-1%	-14%	4%	1%	/	-0.5	?
COC(=O)C(C)N(C(=O)c1cccc(Cl)c1)c1c(C)cccc1C (centres undefined)	-3%	-2%	-1%	15%	-1%	-14%	5%	-0.6	-23%
CC(C)(C)c1ccc(-c2n[nH]c(=S)n2C2CCCC2)cc1	?	-11%	-29%	-15%	-16%	-13%	0%	-0.8	?
CCOC(=O)C1CCN(Cc2cc(=O)oc3cc(C)c(Cl)cc23)CC1	?	-4%	10%	9%	4%	9%	-10%	0.5	1%
CCN1CCN(CCCNC(=O)c2ccc3c(c2)sc2nc(-c4ccc(C)cc4)cn23)CC1	?	2%	16%	6%	-2%	3%	/	-0.1	-6%
Cc1ccn2c(=O)cc(COc3ccc(NC(=O)c4ccccc4F)cc3)nc2c1	-10%	-4%	22%	-9%	-5%[60.1 µM]	-1%	/	0.6	-3%
COc1ccc(S(=O)(=O)N(CC(=O)N2CCc3ccccc3C2)c2ccc(C)cc2)cc1	-21%	-8%	0%	53%[activator]	-1%	3%	/	0.3	68%[activator]
C#CC1(NC(=O)N(C)C)CCCCC1	1%	-1%	?	?	-7%	14%	0%	1.2	-3%
CCOC(=O)c1c(C)oc2nc(C)nc(N3CCN(c4ccc(C(C)=O)cc4)CC3)c12	-6%	5%	-24%	28%	-10%	-2%	/	-0.8	-8%
Cc1ccc(CNC(=O)Nc2cccs2)cc1	?	-5%	4%	6%	-20%	-3%	-3%	-0.5	-3%
CCC(C)(C)n1nnnc1C(c1ccc(O)c(OC)c1)N1CCN(c2nc3ccccc3s2)CC1 (centres undefined)	-1%	-9%	7%	4%	-17%	-3%	-10%	-0.2	-5%
CSc1ccc(C2CC(=O)Nc3nc(SC)[nH]c(=O)c32)cc1 (centres undefined)	-2%	-1%	41%	-7%	-5%	-15%	2%	-0.1	1%
Cc1ccc(S(=O)(=O)NCC2NCCc3ccccc32)cc1 (centres undefined)	1%	-6%	33%	92%[activator]	-2%	11%	13%	-0.6	-12%
Cc1ccc(NC(=O)C(=O)NCc2ccc(/C=N/NC(=O)c3c(C)nc4cc(C)ccn34)o2)cc1	-2%	-1%	-17%	/	/	/	-1%	2.2	11%
Cn1cccc1C(=O)NC(=O)CSc1nc2ccccc2s1	0%	-6%	-13%	?	6%	-6%	10%	-1.5	-22%
Cc1ccc(C(=O)c2cc(C)sc2N)cc1	?	-2%	1%	60%[activator]	3%	0%	-2%	-1.1	?
COc1cc(C2OC(c3cc(OC)c(OC)c(OC)c3)C(C)C2C)cc(OC)c1OC (centres undefined)	30%[activator]	-2%	2%	?	3%	4%	0%	7.3	8%
C=CCn1c(O)c(N=NC(=O)CNC(=O)c2ccco2)c2ccccc21	-1%	5%	5%	-11%	-9%	2%	3%	0.0	-13%
Cc1ccc(Sc2nnc(Cc3ccccc3)c3ccccc23)cc1	?	-4%	-29%	3%[58.9 µM]	-9%	-9%	-2%	0.9	?
CC(=O)Oc1ccc(N2C(=O)[C@@H]3[C@H](C2=O)[C@H]2c4ccccc4C=NN2[C@@H]3C(C)=O)cc1	163%[activator]	-6%	-3%	112%[activator]	-11%	3%	-2%	0.4	1%
Cc1noc(C)c1C(=O)Nc1sccc1C(N)=O	24%	/	/	29%	5%	3%	-1%	/	/
O=C(NCCCN1CCOCC1)C(C(=O)c1ccccc1)n1ccccc1=O (centres undefined)	0%	-1%	0%	-12%	-8%	-3%	4%	1.1	-6%
Cc1ccc(N2CC(NC(=O)c3ccc(S(=O)(=O)N4CCOCC4)cc3)CC2=O)cc1C (centres undefined)	-12%	1%	1%	29%	-1%[60.1 µM]	0%	/	0.2	?
CCC(=O)N1c2ccc(S(=O)(=O)NCc3ccc(F)cc3)cc2CC1C (centres undefined)	-9%	0%	22%	-3%	6%	-5%	/	-0.7	3%
CCCCN1C(=O)Cc2c1nc(N)c1c(N)nc(N(CCC)CCC)c(C#N)c21	?	-12%	17%	12%	-10%	-7%	?	-0.6	?
CCCCn1c(CCl)nc2cc(S(=O)(=O)N3CCOCC3)ccc21	3%	/	/	-7%	-21%	14%	-3%	/	/
O=C(NCCCn1ccnc1)c1noc2c1CCCC2	20%	0%	?	13%	-10%	7%	-3%	-0.1	-3%
O=C(COC(=O)Cc1cn2ccsc2n1)NCc1ccc2c(c1)OCO2	0%	-1%	18%	-24%	-11%	-6%	19%	0.3	-9%
Cc1ccc(/C=N/NC(=O)c2cccnc2)o1	11%	-9%	-24%	-2%	-1%	-7%	5%	-0.2	-8%
COCCN1CCn2c(nc3cc([N+](=O)[O-])ccc32)C1	1%	-3%	31%	58%[activator]	-3%	-1%	4%	1.5	2%
CCN(CC)S(=O)(=O)c1cc(NC(=O)CNc2c(C)n(C)n(-c3ccccc3)c2=O)ccc1C	23%	-3%	?	-15%	4%	-18%	-3%	1.4	-13%
CN1CCN(c2ccccc2NC(=O)Cc2cn(C)c3ccccc23)CC1	39%	-2%	12%	9%	8%	5%	2%	1.3	-8%
CC1(C)Cc2c(sc3[nH]c(=O)n(CC(=O)NCC4CCCO4)c(=O)c23)CO1 (centres undefined)	-7%	4%	17%	-9%	8%	-11%	27%	-0.2	-9%
CCOC(=O)c1cnc2[nH]c3ccccc3n2c1=O	193%[activator]	-9%	?	-23%	-6%	-3%	4%	0.1	-10%

Assay outcomes (PubChem)
